Rac1 wt modul: human Rac1 wildtype GTP binding, inhibitors and activators | hit rate 0.27% among 190,000 | AID 757 | GST-Rac1 beads, fluorescent GTP binding, flow cytometry; actives lie on both sides; 0 = cold GTP competed, 100 = untreated | GTP binding activity (% of control), % at 10 µM | P63000;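 active = GTP binding activity at least 20 points away from the 100% control level, either lower or higher; inconclusive = compound flagged as likely green fluorescent, judged across all proteins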
GSH bead fluor: GSH bead compound fluorescence profile; GSH beads flow cytometry, compound fluorescence 488/530 nm; stronger effect = higher value; fluorescence (KMESF) at 10 µM; hit rate 0.25% among 190,000; AID 1776; in the data active = fluorescence above about 89;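 also: glutathione beads carrying GST-tagged Bcl family fusion proteins plus one bare bead set; values are compound well signal with DMSO vehicle wells as background; inactives centre near 16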
Mcl1 Bid PPI: Mcl-1/Bid interaction inhibition; hit rate 0.97% among 220,000; Q07820; AID 1021; inhibition, % at 21.7 µM; TR-FRET Mcl-1/Bid-Dy647 peptide binding, 1536-well;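 active = compounds that cut the binding signal by more than half at the single screening dose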;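 also: His-tagged Mcl-1 with europium anti-His antibody binding Bid BH3 peptide; 0% = Mcl-1 plus peptide wells and 100% = peptide-only wells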
Target sequence (Q07820 whole entry, looked up): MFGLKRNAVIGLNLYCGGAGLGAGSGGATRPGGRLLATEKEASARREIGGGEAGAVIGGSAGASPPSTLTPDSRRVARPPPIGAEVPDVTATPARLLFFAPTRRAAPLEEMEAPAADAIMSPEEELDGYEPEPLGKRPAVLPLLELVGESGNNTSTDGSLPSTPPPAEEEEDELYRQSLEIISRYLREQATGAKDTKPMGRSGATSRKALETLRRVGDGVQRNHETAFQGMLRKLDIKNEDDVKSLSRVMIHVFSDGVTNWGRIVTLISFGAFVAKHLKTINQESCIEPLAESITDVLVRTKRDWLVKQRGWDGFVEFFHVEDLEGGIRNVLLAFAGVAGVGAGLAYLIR
HRas wt GTP bind: changes GTP binding to wildtype human HRas; hit rate 0.14% among 190,000; GTP binding activity, % at 10 µM; P01112; GST-Ras wt beads, Bodipy-FL-GTP binding, flow cytometry; actives lie on both sides;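 active = GTP binding activity at least 20% away from the 100% baseline, either lowered as inhibitor or raised as activator; inconclusive = flagged as likely green fluorescent, judged across all proteins in the well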;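 also: 0% = unlabeled GTP competition control and 100% = no-compound control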
Target sequence (P01112 whole entry, looked up): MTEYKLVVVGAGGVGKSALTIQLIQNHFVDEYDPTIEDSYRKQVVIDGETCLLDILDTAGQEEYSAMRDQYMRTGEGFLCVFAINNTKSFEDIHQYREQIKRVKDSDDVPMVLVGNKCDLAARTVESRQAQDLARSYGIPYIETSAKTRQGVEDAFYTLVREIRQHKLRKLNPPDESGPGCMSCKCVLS
Cdc42 wt: human Cdc42 wildtype GTP binding change, either direction; P60953; GST-Cdc42 beads, Bodipy-GTP binding, flow cytometry; actives lie on both sides; percent activity (GTP binding), % at 10 µM; hit rate 0.2% among 190,000; AID 761;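 active = percent activity GTP binding at least 20 points away from the 100% baseline, either down as inhibitor or up as activator; inconclusive = compound flagged as likely green fluorescent from well-wide comparison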;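 also: median bead fluorescence of bound Bodipy-FL-GTP at 100 nM; 0% = excess unlabeled GTP control and 100% = no compound control; below 100% means less GTP binding so inhibitor and above means activator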
Target sequence (P60953 whole entry, looked up): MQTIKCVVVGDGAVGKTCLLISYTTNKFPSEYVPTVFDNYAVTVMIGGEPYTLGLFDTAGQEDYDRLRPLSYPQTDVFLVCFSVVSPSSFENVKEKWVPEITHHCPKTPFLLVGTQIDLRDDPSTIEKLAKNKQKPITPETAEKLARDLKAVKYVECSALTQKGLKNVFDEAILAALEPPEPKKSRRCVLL
Rab7 wt modul: modulators of GTP binding to dog Rab7 wildtype GTPase; GST-Rab7 beads, fluorescent GTP binding, flow cytometry; actives lie on both sides; untreated = 100%, excess cold GTP = 0%; GTP binding activity (percent of control), % at 10 µM; hit rate 0.055% among 190,000;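 active = fluorescent GTP binding to Rab7 beads changed by at least 20 points from the 100% baseline, either direction, mostly lower; inconclusive = compound itself probably fluorescent, or too few beads counted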;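 also: median green fluorescence of bound Bodipy-FL-GTP per Rab7 bead population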
Avidin fluor: avidin bead compound fluorescence profile; AID 1775; fluorescence (KMESF) at 10 µM; hit rate 0.38% among 220,000; Avidin beads, compound fluorescence 488/530 nm, flow cytometry; stronger effect = higher value; in the data active = fluorescence above about 47; also: inactives centre near 10
Rab2 wt GTP: changes GTP binding to wildtype dog Rab2A, up or down; P61105; GST-Rab2 wt beads, Bodipy-GTP binding, flow cytometry; GTP binding activity, % at 10 µM; hit rate 0.19% among 190,000;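 active = GTP binding activity at least 20 points away from 100%, either lowered or raised; inconclusive = signal likely due to the compound's own green fluorescence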;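 also: 0% = beads with excess unlabeled GTP and 100% = no-compound control corrected for plate trend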
Rac1 act GTP bind: modulators of GTP binding to human Rac1 activated mutant; P63000; GST-Rac1 activated beads, fluorescent GTP binding, flow cytometry; actives lie on both sides; 100% means binding = to untreated wells; percent activity (GTP binding), % at 10 µM; hit rate 0.11% among 190,000;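 active = GTP binding at least 20 percentage points away from the 100% baseline, in either direction, so actives lie on both sides; inconclusive = Compound likely fluorescent itself, or too few beads counted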
Pf gamet viab: P. falciparum stage V gametocyte viability inhibition. P. falciparum stage V gametocytes, ATP luminescence, 24 h. inhibition, % at 10.9 µM. hit rate 0.065% among 150,000;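 active = inhibition above the mean plus 3 SD of compounds within the control limits, set per campaign, cut at about 38% in these data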;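 also: 0% = DMSO wells and 100% = medium only without gametocytes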
Mcl1 Noxa PPI: Mcl-1/Noxa interaction inhibition | inhibition, % at 21.7 µM | Q07820 | hit rate 1.5% among 220,000 | TR-FRET Mcl-1/Noxa peptide binding, 2 h;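 active = compounds that cut the protein-peptide binding signal by more than 50% relative to plate controls in a single-dose test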;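 also: His-tagged Mcl-1 with rhodamine Noxa BH3 peptide and terbium anti-His antibody; 0% = Mcl-1 plus Noxa peptide wells and 100% = peptide-only wells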
Active calls of the source: *; ? = inconclusive; / = no result given; & = joins results of further samples.

SMILES	Rac1 wt modul	GSH bead fluor	Mcl1 Bid PPI	HRas wt GTP bind	Cdc42 wt	Rab7 wt modul	Avidin fluor	Rab2 wt GTP	Rac1 act GTP bind	Pf gamet viab	Mcl1 Noxa PPI
Cc1ccccc1NC(=O)Cc1nc(CSc2nnc(C3CCCCC3)n2N)cs1	96	26	-22	100	99	95	13	98	96	/	-10
O=C1COc2ccc(C(=O)COC(=O)c3cccnc3Cl)cc2N1	96	11	18	94	93	100	11	97	94	5	9
COc1ccc(OCC(O)CN2CCCCCC2)cc1 (centres undefined)	107	19	28	102	102	100	22	103	99	/	29
COc1ccc(Br)cc1CN1CCN(C(=O)c2cccc(OC)c2OC)CC1	105	16	28	104	105	101	5	102	103	/	16
CCOC(=O)C(=O)N=Nc1c(O)[nH]c2ccccc12	97	6	-22	97	101	97	15	95	97	/	-4
COc1ccc(NC(=O)CSc2nc(-c3ccncc3)nn2CC(=O)N2CCCC2)cc1	106	9	-34	101	103	98	7	101	101	11	-7
CCCCOc1ccc(-c2nnc(-c3ccco3)o2)cc1	102	27	-13	102	101	100	8	101	100	11	8
CCN(CC)S(=O)(=O)c1cccc(-c2nc3n(n2)Cc2ccccc2-3)c1	98	30	20	96	97	94	5	95	96	22	12
COc1cc(/C=C/C(=O)c2ccc(NS(=O)(=O)c3ccc(C)cc3)cc2)cc(OC)c1O	96	11	4	96	101	96	11	92	99	5	56*
CN(C)CCCNC(=O)c1cc(C(=O)Cc2ccccc2)c[nH]1	96	20	-10	99	99	108	8	104	100	-3	0
N#C/C(=C\c1cn(Cc2ccc(C#N)cc2)c2ccccc12)C(=O)NCc1cccs1	100	8	-14	100	101	104	16	100	98	-6	12
CC(=O)Nc1nc(-c2cccs2)cs1	99	10	-31	98	100	97	8	101	97	/	15
C/C(=C(/NC(=O)c1ccccc1)C(=O)O)c1ccco1	100	10	-6	95	96	91	4	94	99	7	-1
Cn1c(=O)oc2cc(S(=O)(=O)N3CCCC(C(=O)NCC4COc5ccccc5O4)C3)ccc21 (centres undefined)	108	26	-16	104	105	103	8	104	99	/	14
COc1ccc(S(=O)(=O)N2CCCOC2CNC(=O)C(=O)NCCCn2ccnc2)cc1 (centres undefined)	99	22	-4	96	97	96	5	98	98	/	11
CC(C)(C)Nc1scc(-c2ccccc2)[n+]1-c1ccccc1	99	11	4	95	99	93	10	96	99	12	8
O=C(NCCc1ccc(Cl)cc1)C1CCN(C(=O)c2sccc2-n2cccc2)CC1	106	38	-5	100	102	99	12	100	102	/	16
O=c1c2ccccc2nc(SCc2ccccc2Cl)n1Cc1ccccc1	98	10	-13	102	101	99	/	98	97	-9	-2
O=C(Cn1nc(Cc2cccnc2)c2ccccc2c1=O)Nc1ccc2c(c1)OCO2	96	20	-13	94	92	98	6	93	95	/	10
O=C(CN1C(=O)COc2ccccc21)NCCN1CCc2ccccc2C1	104	30	-29	99	102	101	11	100	102	1	-1
COc1cccc(C2(O)CC(C(F)(F)F)=NN2C(=O)c2ccccn2)c1 (centres undefined)	101	13	-60	101	99	103	14	101	97	-38	-16
CNC(=S)NNC(=O)Cc1ccc(O)cc1	?	13	-43	?	?	?	7	?	?	-6	13
COc1ccc(Nc2nc(C(=O)N(CCO)Cc3ccccc3)cs2)cc1	100	24	-65	100	100	103	10	99	97	-35	13
O=C(CCN1C(=O)c2ccccc2C1=O)N1CCN(Cc2ccc(Cl)cc2Cl)CC1	103	22	-4	101	100	100	24	101	99	-3	-4
O=C(NCCCn1ccnc1)c1cn(-c2ccccc2)nc1-c1ccc(F)cc1	96	32	-5	100	98	98	15	101	99	-3	-6
Next part:
SMILES	Rac1 wt modul	GSH bead fluor	Mcl1 Bid PPI	HRas wt GTP bind	Cdc42 wt	Rab7 wt modul	Avidin fluor	Rab2 wt GTP	Rac1 act GTP bind	Pf gamet viab	Mcl1 Noxa PPI
O=C(C1CCN(CC2CC=CCC2)CC1)N(CCc1ccccc1)Cc1ccccc1 (centres undefined)	105	10	74*	102	101	104	3	100	100	0	25
CC1=C2C(=O)OC(c3ccoc3)C2(C)CCC1 (centres undefined)	?	20	-2	?	?	?	6	?	?	21	-14
Cc1c(NC(=S)N2CCN(c3cccc(Cl)c3)CC2)c(=O)n(-c2ccccc2)n1C	96	22	-65	98	101	97	10	95	96	12	11
COc1ccc(S(=O)(=O)N2CCCCCC2)cc1C(=O)OCC(=O)NCC(C)C	111	11	-44	107	110	106	12	106	104	/	-6
Cc1cc(C)c(CN2CCC(CO)(CCOc3ccccc3)CC2)cc1C	96	14	-17	97	95	97	2	97	96	/	-1
COc1ccc(S(=O)(=O)Nc2cccc(-c3ccc4nncn4n3)c2)cc1F	97	12	-5	96	95	99	3	95	94	-3	5
O=C(CSc1nc2c(sc3ccccc32)c(=O)n1CCCN1CCCC1)NCC1CCCO1 (centres undefined)	105	22	-27	99	101	104	21	102	101	-14	5
O=C(COC(=O)c1sc2cc(Cl)ccc2c1Cl)Nc1ncc(Cl)cc1Cl	100	15	-23	100	98	109	10	102	96	16	0
Cc1cc(C)n2c(SCC(=O)N3CCN(S(=O)(=O)c4ccc(Cl)cc4)CC3)nnc2n1	94	17	10	95	94	92	21	95	93	-1	8
O=C(c1ccc2nc(-c3ccco3)c(-c3ccco3)nc2c1)N1CCN(c2ccccc2)CC1	99	22	-19	99	98	98	5	96	94	-16	52*
CN(CC(=O)Nc1ccc(S(=O)(=O)N2CCCC2)cc1)Cc1ccc(Cl)cc1Cl	104	8	-8	98	99	98	3	96	98	1	19
Cc1ccccc1OCc1nc(-c2ccccc2)no1	100	34	-1	100	98	102	13	99	96	/	-5
CCOc1ccc(N=Nc2c(N)[nH][nH]c2=O)cc1	104	5	-60	97	98	97	0	95	99	0	25
CCOC(=O)CSc1n[nH]c(NC(=O)NC(C)C)n1	101	18	-54	98	97	106	6	101	96	-16	-6
C=CCc1ccccc1OCC(O)CN1CCN(Cc2ccc3c(c2)OCO3)CC1 (centres undefined)	96&98	13&21	6&-2	96&97	96&93	99&97	11&11	95&94	95&95	/	26&20
COCC(=O)Nc1nnc(SCC(=O)NCc2cccs2)s1	104	40	2	103	104	103	37	101	100	/	23
CCOc1ccc(S(=O)(=O)N(C)c2ccc(OCC(=O)Nc3nc(-c4cc(OC)ccc4OC)cs3)cc2)cc1	99	12	-42	95	98	99	6	96	95	23	-52
O=C(CN1CCOCC1)N/N=C/c1ccccc1	95	19	-27	95	100	93	9	96	99	-28	-4
CCCCc1ccc(NC(=S)NCc2ccccc2OC)cc1	96	12	-50	95	95	92	8	96	95	/	17
CCNC(=S)N1CCN(C(c2ccccc2)c2ccccc2)CC1	98	40	-21	98	99	96	6	97	96	/	1
COCC(C)NC(=O)c1noc2c1CCc1cc(OC)ccc1-2 (centres undefined)	95	32	-8	95	94	93	13	93	91	/	1
O=C(Cn1cnc2ccccc21)N/N=C/c1cccc([N+](=O)[O-])c1	103	15	-19	98	101	95	9	97	99	-36	21
COC(=O)c1cc(OC)c(OC)c(OC)c1N	112	259*	-53	105	104	108	7	106	101	/	2
COc1ccc(C(CNC(=O)c2ccc(-n3cnnn3)cc2)N2CCOCC2)cc1 (centres undefined)	106	23	-9	104	106	102	36	103	103	4	-7
Cc1cc2cc(CNC(=O)c3ccc(S(=O)(=O)N4CCOCC4)cc3)ccc2n1C	96	24	-30	99	98	102	6	99	97	/	-20
New compounds follow.
SMILES	Rac1 wt modul	GSH bead fluor	Mcl1 Bid PPI	HRas wt GTP bind	Cdc42 wt	Rab7 wt modul	Avidin fluor	Rab2 wt GTP	Rac1 act GTP bind	Pf gamet viab	Mcl1 Noxa PPI
Cc1ccc(C)c(N2CCN(C(=O)Cc3cn(C)c4ccccc34)CC2)c1	104	34	-12	101	101	104	13	103	96	/	3
COC(=O)C1=C(C)N(c2cccc(OC)c2)C(=O)/C1=C\c1ccco1	99	4	-32	100	99	97	4	98	99	-3	18
Cc1cccc(Nc2c(F)c(F)c(F)c(F)c2C(=O)O)c1	105	20	-18	101	103	105	10	100	105	23	3
Cc1cc(/C=C(/C#N)c2nc3ccccc3[nH]2)c(C)n1-c1cccc([N+](=O)[O-])c1	105	63	-71	101	103	101	14	99	101	-1	13
NC(=O)CSc1nnc(-c2ccc([N+](=O)[O-])cc2)o1	100	26	-2	97	94	104	10	99	97	-3	-18
COc1ccc(CNC(=O)c2sc3nc4c(c(C(F)(F)F)c3c2N)CCC4)cc1	104	12	-39	101	102	99	21	97	100	/	0
Cc1cc(C)c2c(N)c(C(=O)N3CCCCCC3)sc2n1	97	22	-64	101	103	94	13	101	99	-19	22
Cn1c(SCC(=O)N2CCCC2)nnc1-c1cnccn1	101	12	-32	98	95	103	13	101	95	/	8
Cn1nnnc1SCC(=O)Nc1nc(-c2ccccc2)c(-c2ccccc2)o1	99	15	-21	96	100	97	24	94	95	10	-19

An unsorted share of the library; about 3% have a hit in one of these screens.
